High-throughput results: PubChem, several laboratories
V-ATPase pHluor: regulators of yeast V-ATPase proton transport; S. cerevisiae, pHLuorin cytosolic pH fluorescence; response, % at 10 µM; 350,000 compounds, 0.37% hits; AID 504577; in the data active means response mostly above about 7.3%, no sharp cut-off; inactive means mostly below about 5.4%; further: actives read high; inactives centre near 0; some compounds called inactive have numbers as strong as hits; reference of the scale not given here
Pemphigus Ab inh: human desmoglein-3 autoantibody binding inhibition. P32926. DSG3-coupled beads, scFv-anti-DSG3-GFP binding, flow cytometry; active compounds read low. binding (percent of control), % at 10 µM. 310,000 compounds, 0.48% hits;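 active means binding more than 3 SD below its plate's average and above zero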;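 further: hits lower antibody fragment binding to DSG3; some compounds called inactive have numbers as strong as hits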
Target sequence (P32926 whole entry, looked up, the tested form may be a part): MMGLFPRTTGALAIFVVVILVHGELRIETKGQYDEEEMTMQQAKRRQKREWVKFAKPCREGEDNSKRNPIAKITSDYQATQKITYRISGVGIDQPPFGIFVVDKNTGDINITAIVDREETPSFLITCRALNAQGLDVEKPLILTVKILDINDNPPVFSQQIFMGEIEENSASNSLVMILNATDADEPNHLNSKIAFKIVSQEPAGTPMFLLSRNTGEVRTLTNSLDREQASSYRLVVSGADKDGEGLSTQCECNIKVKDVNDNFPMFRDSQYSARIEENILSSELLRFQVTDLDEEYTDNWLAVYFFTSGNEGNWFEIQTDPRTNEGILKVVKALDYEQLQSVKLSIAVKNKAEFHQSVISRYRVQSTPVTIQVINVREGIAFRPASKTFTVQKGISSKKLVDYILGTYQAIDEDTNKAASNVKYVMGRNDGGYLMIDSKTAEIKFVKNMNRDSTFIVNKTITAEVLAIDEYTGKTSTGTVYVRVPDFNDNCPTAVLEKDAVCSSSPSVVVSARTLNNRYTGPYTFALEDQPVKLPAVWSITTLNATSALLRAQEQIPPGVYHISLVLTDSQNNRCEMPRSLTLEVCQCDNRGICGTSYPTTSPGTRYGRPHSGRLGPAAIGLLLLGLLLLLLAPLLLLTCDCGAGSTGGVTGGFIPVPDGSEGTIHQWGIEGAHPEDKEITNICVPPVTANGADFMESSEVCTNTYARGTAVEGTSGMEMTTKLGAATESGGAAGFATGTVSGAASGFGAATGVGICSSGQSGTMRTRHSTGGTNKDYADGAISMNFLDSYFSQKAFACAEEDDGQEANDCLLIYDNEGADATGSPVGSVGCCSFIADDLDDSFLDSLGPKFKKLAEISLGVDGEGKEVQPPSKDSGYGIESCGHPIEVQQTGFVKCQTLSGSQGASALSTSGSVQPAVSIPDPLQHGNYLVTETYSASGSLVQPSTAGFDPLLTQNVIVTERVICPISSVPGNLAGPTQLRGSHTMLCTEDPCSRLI
MOR-DOR ag: agonists of human mu-delta opioid receptor heterodimerization | cells, OPRM1-OPRD1 heterodimerization, luminescence | AID 504326 | 340,000 compounds, 0.3% hits | activation, % at 9.3 µM | P35372+P41143; in the data active means activation above about 18%;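 further: 0% = vehicle-treated cells and 100% = reference agonist; values of inactives mirror those of a sister screen read the other way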
MOR-DOR inv ag: inverse agonist of human OPRM1-OPRD1 heterodimerization. cell-based MOR-DOR heterodimer luminescence, inverse agonism. inhibition, % at 9.3 µM. 340,000 compounds, 0.21% hits. AID 504357; in the data active means inhibition above about 22%, passing the limit was not always enough;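 further: 0% = cells with DMSO and 100% = wells without cells with DMSO; values of inactives mirror those of a sister screen read the other way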
LANA DNA inh: inhibitors of KSHV LANA C-terminal domain DNA binding; MBP-C-LANA/FAM-LBS DNA binding, fluorescence polarization; inhibition, % at 9 µM; 340,000 compounds, 0.078% hits;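 active means highest replicate inhibition at or above 60% at 9 µM, even if other replicates fall short; inactive means all replicates below 60% inhibition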;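 further: 0% = neutral control wells and 100% = 4 µM acridine orange control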
RTF Ca sens inh: cardiac RTF calcium desensitization | P19429+P45379 | IANBD-labeled cardiac RTF, Ca2+ fluorescence | inhibition, % at 7.15 µM | 340,000 compounds, 0.12% hits | AID 493244;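 active means inhibition above the mean inhibition of all tested compounds plus 3 SD, cut at about 17% in these data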;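 further: assay run at fixed EC70 calcium of 1.6 mM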
Keap1-Nrf2 PPI: inhibitors of human Keap1-Nrf2 protein-protein interaction | Q14145 | Keap1 Kelch-Nrf2 peptide fluorescence polarization, 1536-well | inhibition, % at 9.4 µM | 340,000 compounds, 0.15% hits | AID 504523; in the data active means inhibition above about 12%;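 further: human Keap1 Kelch domain with fluorescein labeled Nrf2 9mer peptide probe; 0% = neutral control wells and 100% = peptide positive control; higher means more block of Keap1 binding to Nrf2 peptide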
Wnt bcat act: activates Wnt/beta-catenin signaling in a reporter cell assay; 300,000 compounds, 1.2% hits; activator, plate reader; activation, % at 9.35 µM; in the data active means activation above about 30%, passing the limit was not always enough;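 further: 0% = neutral control wells and 100% = positive control wells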
cardiac RTF act: cardiac RTF calcium sensitization; P19429+P45379; IANBD-labeled TnC RTF fluorescence at EC20 calcium; 0% EC20 calcium, 100% full calcium; activation, % at 7.2 µM; 340,000 compounds, 0.24% hits; AID 493008;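 active means activation above the mean over all tested compounds plus 3 SD, cut at about 30% in these data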;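 further: rise in fluorescence read as greater calcium sensitivity of cardiac thin filaments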
Arr AP2 block: human beta-arrestin and AP2 interaction inhibition. FITC-arrestin peptide / GST-AP2 beads, flow cytometry; AP2 beta2 appendage carries R879A mutation. inhibition, % at 10 µM. 340,000 compounds, 0.31% hits. AID 504490;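 active means inhibition above a set limit, near 3 SD of compounds lacking own fluorescence, cut at about 54% in these data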;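 further: plate controls were DMSO wells for no effect and 5 µM unlabelled arrestin peptide for full effect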
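Material – GST-tagged AP2 beta2-adaptin appendage (R879A) on 4 µm glutathione beads · Probe or stimulus – fluorescein-tagged arrestin peptide at 50 nM final · Timing – 12 min plus 1 h, RT · Detection – bead flow cytometry, FITC channel · Read-out basis – inhibition as reduced fluorescein signal on beads, percent · Medium – PBS plus Tween 20 (0.05%) and BSA (0.1%)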
* hit, by the source's call; nt = no result given.

SMILES	V-ATPase pHluor	Pemphigus Ab inh	MOR-DOR ag	MOR-DOR inv ag	LANA DNA inh	RTF Ca sens inh	Keap1-Nrf2 PPI	Wnt bcat act	cardiac RTF act	Arr AP2 block
COc1ccccc1N1CCN(/N=C/c2ccc(Cl)c([N+](=O)[O-])c2)CC1	1	101	0.2	-1	0.7	-6	0	9	-10	4
COC(=O)CC(c1ccc(C#N)cc1)n1c(C)ccc1C (centres undefined)	0	113	-1.2	6	-0.1	-9	0	2	1	6
Cc1ccc(NS(=O)(=O)c2ccc(F)cc2)nc1	0	114	-2.4	12	-0.5	6	-2	2	1	4
CCC(C(=O)Nc1ccsc1C(=O)OC)c1ccccc1 (centres undefined)	5	nt	13	-57	-3.2	-12	-2	0	13	-15
Cc1ccc(NC(=O)COC(=O)c2ccc(Cl)cc2)cc1S(=O)(=O)N(C)C	-1	103	1.4	-7	0.4	2	-3	-2	-5	0
O=C(O)c1cc(S(=O)(=O)N2CCOCC2)c[nH]1	-8	101	-0.4	2	-0.9	1	2	-4	-3	-13
Cc1ccc(S(=O)(=O)NN2C(=O)/C(=C\c3ccc(Cl)cc3)SC2=S)cc1	-1	125	-0.3	3	0.7	8	1	2	-13	4
Cc1ccc(C)c(NC(=O)COC(=O)COc2cccc3c2OC(C)(C)C3)c1	-2	107	-0.9	5	-2.4	3	2	-3	1	-17
COc1ccccc1CNc1ccc2nnc(CCNC(=O)c3ccccc3)n2n1	0	103	-2.4	13	0.6	2	-6	-1	-3	-8
COc1cc(-c2ccc(Nc3ccccc3C(=O)O)c(OC)c2)ccc1Nc1ccccc1C(=O)O	2	56	-2.3	10	54	-6	-2	-3	-5	32
Cc1ccc(NC(=S)N(CCN2CCOCC2)Cc2ccccc2F)cc1	6	114	-2.4	11	3.8	-22	-2	0	-3	-20
CC(=O)NC(Cc1cc(C)ccc1C)C(=O)N1CCN(C(=O)c2ccccc2Br)CC1 (centres undefined)	5	102	-0.9	5	-1.1	2	-6	4	2	12
O=C(NCc1ccc(Cl)cc1)c1cc2ccccc2oc1=O	1	107	-0.2	1	1.9	-5	3	1	1	2
CCOC(=O)c1nn(-c2ccc(F)cc2)c(=O)cc1OCC(=O)Nc1ccc(F)c(F)c1	-1	106	-3.2	17	0.3	-8	-4	-1	-3	0
CC(=O)NNc1nc(-c2ccccc2)c2cc(Br)ccc2n1	2	99	-1.2	7	0.2	15	5	2	-2	2
C[C@@]12C(=O)Nc3ccccc3C(=O)N1[C@H]1c3cc(Br)ccc3OC[C@@H]1[C@@H]2c1ccccc1	-4	101	0.8	-4	1.5	-2	1	-4	-6	-1
O=C(COC(=O)c1ccc(O)cc1O)NNC(=O)c1cccs1	0	104	-4.6	18	-0.3	-7	-1	-1	3	-19
Cc1cc(C)nc(NS(=O)(=O)c2ccc(Br)cc2)n1	-3	102	-3.0	18	1.0	-4	-1	-1	6	-13
CCOC(=O)c1c(C)[nH]c(C(=O)OCC(=O)c2ccc(OC)cc2OC)c1C	1	105	1.3	-8	0.6	4	-9	-3	0	-13
Cc1ccc(NC(=S)N(Cc2cccc(Br)c2)CC2CCC(C(=O)O)CC2)cc1Cl (centres undefined)	0	96	-0.7	4	0.1	4	7	0	-4	9
CC1=C(C(=O)Nc2cc(-c3cccc(F)c3)[nH]n2)C2(CCCCC2)OC1=O	-1	98	3.8	-19	-1.2	1	-7	-1	0	-4
CC(=O)Cc1nsc(NC(=O)c2ccc(Br)o2)n1	-1	104	1.2	-7	0.3	-3	2	-1	2	-7
O=S(=O)(Cc1cc(NCc2ccccc2)nc(-c2ccncc2)n1)c1ccccc1	1	66	-1.8	9	-1.0	-7	-3	1	2	6
CCCN(CCO)CCCc1ccccc1	1	nt	-0.2	1	0.4	-11	0	-1	3	3
COc1cc(OC)cc(-c2c(C#Cc3ccsc3)c3cc(-c4cccc5[nH]ccc45)ccc3n2C)c1	-3	94	-2.0	11	-2.0	-7	-9	-5	3	-17
CCOc1ccccc1OCCCC(=O)N(CC)CC(=O)Nc1ccc(NC(C)=O)cc1	2	102	-3.6	19	1.1	-6	2	-5	-5	-2
CCCCCCn1c(SCCOC)nc2c1c(=O)[nH]c(=O)n2C	1	89	0.5	-3	-1.4	-8	-2	1	0	10
C[C@@H]1C=C(C(=O)NCc2nc3ccccc3[nH]2)O[C@H](OCc2ccc(CO)cc2)C1	-2	103	0.0	0	1.0	-11	-2	-1	-4	28
COC(=O)c1sccc1N/N=C/c1cccc(OC)c1O	1	102	3.7	-21	0.5	1	3	-4	2	1
O=C1SCCC1NS(=O)(=O)c1ccccc1[N+](=O)[O-] (centres undefined)	-4	79	-0.7	3	1.4	3	-2	-14	-1	49

7 of the compounds above, in CSV form:
molecule,V-ATPase pHluor,Pemphigus Ab inh,MOR-DOR ag,MOR-DOR inv ag,LANA DNA inh,RTF Ca sens inh,Keap1-Nrf2 PPI,Wnt bcat act,cardiac RTF act,Arr AP2 block
CC(=O)Cc1nsc(NC(=O)c2ccc(Br)o2)n1,-1,104,1.2,-7,0.3,-3,2,-1,2,-7
O=S(=O)(Cc1cc(NCc2ccccc2)nc(-c2ccncc2)n1)c1ccccc1,1,66,-1.8,9,-1.0,-7,-3,1,2,6
CC1=C(C(=O)Nc2cc(-c3cccc(F)c3)[nH]n2)C2(CCCCC2)OC1=O,-1,98,3.8,-19,-1.2,1,-7,-1,0,-4
Cc1cc(C)nc(NS(=O)(=O)c2ccc(Br)cc2)n1,-3,102,-3.0,18,1.0,-4,-1,-1,6,-13
C[C@@H]1C=C(C(=O)NCc2nc3ccccc3[nH]2)O[C@H](OCc2ccc(CO)cc2)C1,-2,103,0.0,0,1.0,-11,-2,-1,-4,28
COC(=O)c1sccc1N/N=C/c1cccc(OC)c1O,1,102,3.7,-21,0.5,1,3,-4,2,1
COc1cc(OC)cc(-c2c(C#Cc3ccsc3)c3cc(-c4cccc5[nH]ccc45)ccc3n2C)c1,-3,94,-2.0,11,-2.0,-7,-9,-5,3,-17

Additional structures follow.
SMILES	V-ATPase pHluor	Pemphigus Ab inh	MOR-DOR ag	MOR-DOR inv ag	LANA DNA inh	RTF Ca sens inh	Keap1-Nrf2 PPI	Wnt bcat act	cardiac RTF act	Arr AP2 block
N#CCCNc1ccc(OCCC#N)cc1	1	101	-2.8	16	3.4	0	-4	nt	3	0
Cc1cc(=O)[nH]c(N/N=C/c2ccc(-c3ccc([N+](=O)[O-])cc3)o2)n1	0	94	1.1	-9	-0.6	-18	-3	-1	-4	-1
COc1ccc(NC(=O)COC(=O)c2ccc(-n3cnnn3)cc2)c([N+](=O)[O-])c1	-2	107	1.8	-7	-1.0	1	-5	-4	-2	0
CN(C)c1ccc(C(=O)Nc2ccc(S(=O)(=O)NC3=NCCCCC3)cc2)cc1	2	98	-0.9	4	0.5	-1	-2	4	-4	3
O=C1CSc2ccc(S(=O)(=O)NCc3ccccc3)cc2N1	2	102	-3.4	17	-1.0	-2	-2	1	-1	-8
CCCOc1ccc(CCc2n[nH]c(=S)n2Cc2ccccc2)cc1	-4	nt	9.9	-58	0.1	-7	1	-8	-1	-7
COc1ccc(C2CC(=O)C3=C(C2)Nc2ccccc2N(C(=O)CCC(=O)O)C3c2ccc(F)cc2)cc1 (centres undefined)	0	99	-0.8	5	-7.9	2	-3	9	-2	-13
O=S(=O)(c1ccc(F)c(F)c1)N1CCN(CCc2ccccc2)CC1	9.6*	97	0.7	-3	2.9	-15	-5	-1	1	11
O=c1cc(O)c2ccccc2[nH]1	-1	82	-3.0	17	0.3	4	-1	-1	4	39
COc1ccc(/C=C/C(=O)C23CC4CC(CC(C4)C2)C3)cc1CN1CCOCC1	4	110	2.9	-13	-2.3	-8	-9	nt	2	nt
O=C(Nc1c2c(nn1-c1ccc(F)cc1)CS(=O)C2)c1ccc(Br)o1 (centres undefined)	1	104	-2.4	13	-1.5	-6	-7	-2	-2	-5
CC(NC(=O)c1cccc(C(F)(F)F)c1)C(c1ccccc1)N1CCOCC1 (centres undefined)	-1	105	-0.9	5	0.0	3	3	0	-3	38
CC(=O)n1cc([C@@H]2C=C(C(=O)O)O[C@H](OCc3ccc(CO)cc3)C2)c2ccccc21	0	110	-1.7	10	0.2	-3	-5	-1	-3	12
CCOC(=O)CNC(=O)Cn1cnc2c(cnn2-c2ccc(C)cc2)c1=O	-4	107	-3.2	17	0.5	-10	3	0	2	3
O=C(COc1ccccc1O)N1CCN(C(=O)c2ccco2)CC1	nt	99	-0.9	6	-1.1	-15	-4	nt	0	-4
CC(C)(C)N(Cc1ccccc1)C(=O)COC(=O)/C=C/c1ccc2c(c1)OCO2	0	105	1.7	-7	-0.3	-1	-2	-3	-2	16
O=C(c1ccco1)N1CCC(c2ccccc2)C1 (centres undefined)	0	100	-1.4	8	-0.5	-14	-6	nt	-1	-2
O=C(Nc1ccccn1)N1CCOCC1	-3	102	-3.2	15	0.6	-6	6	6	0	-1
O=C(CC1OC(=O)c2ccccc21)Nc1ccc(Cl)c(S(=O)(=O)N2CCCCC2)c1 (centres undefined)	-2	95	0.3	-2	0.2	-8	2	0	-1	-3
CCOC(=O)c1c(-c2ccc(F)cc2)cn2ccccc12	-2	nt	5.0	-21	0.0	1	-5	nt	5	-2
CCc1ccc(-c2cc(C)no2)cc1S(=O)(=O)N1CCC(C)CC1	2	98	2.6	-14	-1.6	2	0	-2	-3	21
N#CC1=C(N)Oc2n[nH]c(-c3cccs3)c2C1c1ccccc1C(=O)O (centres undefined)	0	95	-2.9	14	-3.9	1	-5	-3	4	5
CN(CC(=O)Nc1cccc(F)c1)C(=O)c1cc(-c2ccco2)nc2ccccc12	1	78	-1.6	9	-0.7	-1	-5	-4	-17	12
O=C(Nc1cnccn1)c1cccnc1	2	101	-2.7	14	0.2	-7	-4	1	0	-5
O=C(COc1ccc(F)c(Cl)c1)c1ccc[nH]1	2	80	1.3	-7	-2.7	1	-6	6	-11	-7

Rows are unselected, and some 3.1% of all compounds hit somewhere here.
